KCNH2 3.1 inh: blocks the human KCNH2 3.1 channel isoform; U2OS KCNH2 3.1, thallium flux FluxOr; hits give low values; activity change, % (tested at about 1.8 µM); 0.95% of 340,000 active;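 active = maximum activity change below -70%; inconclusive = maximum activity change from -70% to -50%; inactive = maximum activity change above -50%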;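 also: thallium influx rate constant from kinetic fluorescence after stimulation buffer; % is scaled to controls: 0 for no effect and ±100 for the full control effect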
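FluxOr-based Tl+ influx in U2OS cells transduced with KCNH2 3.1 virus; rate constants normalized to DMSO controls.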
USP2a block: blocks human ubiquitin-specific protease USP2a | USP2 core, Ub-CHOP2 coupled fluorogenic reporter, 485/531 | Potency, µM (titrated, usually from 38.3 µM), without a hit: at the highest dose activity change, negative = inhibition, most hits filed as inhibitors | 0.01% of 330,000 active | AID 463254;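 also: potency is read from the fitted curve at half-maximal effect; plate controls were DMSO wells for no effect and full inhibition by NEM control for full effect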
Target sequence (O75604 whole entry, looked up): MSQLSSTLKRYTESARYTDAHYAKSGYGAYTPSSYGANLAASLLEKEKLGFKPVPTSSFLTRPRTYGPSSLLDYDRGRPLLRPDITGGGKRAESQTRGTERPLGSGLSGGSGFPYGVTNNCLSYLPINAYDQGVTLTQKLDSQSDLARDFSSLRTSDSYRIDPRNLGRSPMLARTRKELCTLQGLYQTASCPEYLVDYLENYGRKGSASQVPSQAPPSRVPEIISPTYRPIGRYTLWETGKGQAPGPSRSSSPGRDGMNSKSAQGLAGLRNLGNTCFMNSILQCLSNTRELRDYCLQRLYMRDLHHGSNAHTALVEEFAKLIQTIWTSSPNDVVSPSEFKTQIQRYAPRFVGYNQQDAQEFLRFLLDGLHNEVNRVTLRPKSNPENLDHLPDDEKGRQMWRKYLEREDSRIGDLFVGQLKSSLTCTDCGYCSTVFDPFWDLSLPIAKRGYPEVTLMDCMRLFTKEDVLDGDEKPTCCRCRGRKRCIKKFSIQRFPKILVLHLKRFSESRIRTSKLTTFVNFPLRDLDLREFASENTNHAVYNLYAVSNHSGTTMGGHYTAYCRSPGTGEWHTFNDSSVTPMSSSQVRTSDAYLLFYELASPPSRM
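Deubiquitinase activity read as fluorescence (485/531 nm) after Ub-CHOP2 cleavage activates the enterokinase reporter on its substrate; USP2 core 10nM, Ub-CHOP2 and substrate 25nM each, 30min compound preincubation then 60min RT; data normalized to NEM, curves fitted.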
KCNH2 WT inh: KCNH2 (human, wildtype) channel inhibition; Q12809; U2OS, BacMam KCNH2, thallium flux FluxOr; hits give low values; activity change, % at 1.84 µM; 0.37% of 340,000 active; AID 720551;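 active = maximum activity change below -70%; inconclusive = maximum activity change between -70% and -50%; inactive = maximum activity change above -50%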; also: % is scaled to controls: 0 for no effect and ±100 for the full control effect
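U2OS cells were transduced with wild-type KCNH2 virus (2.03 x 10^8 / mL) for 4 h at room temperature, then cultured overnight at 37 C. Thallium flux was read with FluxOr dye. Rate constants were normalized to DMSO controls.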
AT treatment: candidate therapy for ataxia-telangiectasia. 0.19% of 320,000 active. […] A-T fibroblasts, KAP-1 phosphorylation AlphaLISA; neocarzinostatin DNA damage 30 min before lysis. Potency, µM (top dose mostly 57.5 µM), without a hit: top-dose activation, usual class: activators; also: potency is read from the fitted curve at half-maximal effect; % of control where 0% means no effect; nearly all actives have a fitted effect of over 45% in size
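hTERT-immortalized A-T patient fibroblasts ([…]), 500 cells/well in OPTI-MEM, 1% FBS, got compounds for 60 min, then NCS for 30 min at 37C. Lysates were then assayed for phospho-KAP-1 by AlphaLISA (anti-pKAP1 donor, anti-KAP1 acceptor beads), 6 hr at 25C.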
ELG1 DNA repair: ELG1-dependent DNA repair inhibition. AID 504467. Potency, µM (titrated, usually from 46.1 µM), without a hit: at the highest dose activity change, negative = inhibition, hits mostly inhibitors. 2.3% of 330,000 active. HEK293T ELG1-luciferase reporter, luminescence, 16 h; DNA damage induced by 5-fluorouridine; also: potency is read from the fitted curve at half-maximal effect; % is scaled to controls: 0 for no effect and ±100 for the full control effect; nearly all actives have a fitted effect of over 55% in size
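Overnight (16 hr) co-exposure of 2,000 cells/well to 5-fluorouridine and compound at 37 °C preceded detection. Luciferase was quantified via ONE-Glo luminescence; loss of signal denotes inhibition.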
TSHR antag: antagonists of human thyroid stimulating hormone receptor; TSHR-expressing cells, TSH-stimulated cAMP HTRF, 2 h; hits give low values; activity change, negative = inhibition, % at 11.5 µM; 0.2% of 330,000 active;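 active = activity change below a set negative limit, meaning inhibition stronger than a set level, cut at about -70% in these data; inconclusive = activity change between two set negative limits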; also: % is scaled to controls: 0 for no effect and ±100 for the full control effect
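TSHR-expressing cells were treated with compounds, then stimulated with TSH at EC80 (4nM final) for 2 hours at 37 deg C. Cellular cAMP was measured by HTRF competition between lysate cAMP and cAMP-d2 for a cryptate-labelled anti-cAMP antibody.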
TCR act: activates T cell receptor signaling; primary human leukocytes, anti-CD3, IL-2 HTRF, 48 h; Potency, µM (titrated, usually from 9.22 µM), inactives show at the top dose activation of IL-2 secretion, usual class: activators; 330,000 tested, under 10 active; AID 504894; also: % of control where 0% means no effect
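TCR engagement came from a-CD3 beads alone, with compounds added to primary human leukocytes for 48 hr. Secreted IL-2 bridged europium cryptate- and d2-labelled anti-IL-2 antibodies, giving FRET emission at 665nm after 320nm excitation.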
TRPV1 agonist: human TRPV1 agonism | Q8NER1 | TRPV1-expressing cells, Fluo-8 calcium influx, agonist mode | activation, % at 8.33 µM | 0.19% of 320,000 active | AID 540275; in the data active = activation above about 80%; inconclusive = between about 30% and that limit; also: 0% is about no effect
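Cells expressing TRPV1 were dye-loaded with Fluo-8 and read kinetically: 10 s baseline, 3 min after compound (agonist portion), then 2 min after EC20 capsaicin (allosteric enhancer portion). Calcium-bound dye fluorescence at 480/520 nm.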
Mito fusion yeast: mitochondrial division inhibition or fusion activation. S. cerevisiae fusion-defective mutant growth rescue, CellTiterGlo 48 h. Potency, µM (highest dose often 46.1 µM), inactives show at the top dose growth rescue (activation), hits mostly activators. 0.23% of 320,000 active. AID 485298;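 also: potency is read from the fitted curve at half-maximal effect; % of control where 0% means no effect; nearly all actives have a fitted effect of over 45% in size; temperature-sensitive fusion mutants such as fzo1-1 at 37 °C on non-fermentable ethanol glycerol medium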
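Temperature-sensitive fusion-defective S. cerevisiae (e.g. fzo1-1, mgm1-5) were grown with compound in YPEG medium (3% ethanol, 3% glycerol) for 48 hours at 37C. Growth rescue was measured as viability by CellTiterGlo luminescence after 10 minutes at ambient.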
Eya2 inh: Eya2 (human) phosphatase inhibition; Potency, µM (series often up to 76.9 µM), for the others: at the top dose activity, negative = inhibition, most hits filed as inhibitors; AID 488837; recombinant Eya2, OMFP fluorescence dephosphorylation (OMFP is methylfluorescein phosphate); 0.006% of 330,000 active; O00167; also: potency is read from the fitted curve at half-maximal effect; % is scaled to controls: 0 for no effect and ±100 for the full control effect
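Eya2 (0.2 uM) preincubated 10 min at ambient with compound, then OMFP substrate added at 50 uM; 10 min reaction in 50 mM HEPES pH 7.5, 50 mM NaCl, 5 uM MgCl2, 0.05% BSA, 1 mM DTT. Fluorescence read at Ex 485/Em 525 nm.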
The depositor's hits bear a star; ? = inconclusive; / = not tested or not shown; [ ] = remark or other dose. Unless noted, calls follow the shape of the dose curve; as a rule, active = well fitted curve in the direction sought with a large enough effect; inconclusive = small, poorly fitted or top-dose-only effect, or another doubt; inactive = no such curve, though single readings can be large; an effect the other way counts as inactive or inconclusive. An excerpt; rates above refer to the full screens.

Value order – KCNH2 3.1 inh, USP2a block, KCNH2 WT inh, AT treatment, ELG1 DNA repair, TSHR antag, TCR act, TRPV1 agonist, Mito fusion yeast, Eya2 inh
N#Cc1c(F)cccc1N1CCN(Cc2ccc3c(c2)OCO3)CC1
    -34, 3%, 40, 5%, ?, -90*, 2%, 12, 19%, -1%
COc1ccc(NC(=O)/C=C/c2ccccc2)c([N+](=O)[O-])c1
    -13, 3%, -6, -4%, ?, 0, 0%[46.1 µM], 20, 1%, 9%
CC1CCCC(NC(=O)CN2CCN(S(=O)(=O)c3cccs3)CC2)C1C (stereo not drawn)
    3, 0%, 2, 8%, -8%, 4, -4%, 6, -1%, -5%
COc1ccc([N+](=O)[O-])cc1NC(=O)Cc1noc2ccccc12
    -7, 2%, -4, 1%, 13%, -8, 1%, 0, -2%, 4%
Cc1cccc(C)c1NC(=S)NCCSc1ccc(Cl)cc1
    -5, 3%, -6, 8%, ?, 4, -1%, 15, 5%, -18%
Cc1nnc(SCC(=O)Nc2ncc(S(=O)(=O)c3ccc([N+](=O)[O-])cc3)s2)s1
    1, 5%, -3, 3%, ?, 0, 7%[46.1 µM], -2, -4%, 4%
CCN(CC)S(=O)(=O)c1ccc(NC(=O)c2ccc(OCC3CCCO3)cc2)cc1 (stereo not drawn)
    -12, 5%, -7, 12%, ?, -30, -1%, 7, 9%, 8%
O=C(NC(=S)Nc1cccc2[nH]ncc12)c1ccccc1
    -29, -1%, 4, 2%, -3%, -1, -1%, -2, 6%, -24%
COCCOCCn1c(/C=C/c2ccccc2)nc2ccccc21
    2, 2%, 5, 2%, ?, 0, -2%, 29, -1%, -4%
CC(C)c1ccc(NC(=O)C2CC3CCC2C3)cc1 (stereo not drawn)
    1, -1%, -3, 16%, ?, 5, 3%, ?, -2%, -1%
CCC(=O)OCCNc1nc(-c2ccccc2)nc2ccccc12
    -9, -2%, 3, 14%, -11%, -3, 2%, -7, -6%, -18%
COc1ccc2sc3c(=O)[nH]c4ccccc4c3c2c1
    -24, 1%, 0, 4%, 0.82µM*, 27, -23%, 0, -1%, -5%
COC(=O)c1ccccc1S(=O)(=O)N(CCCO)Cc1cc2c(C)ccc(C)c2[nH]c1=O
    0, -1%, 4, -11%, ?, 10, 4%, 6, -4%, 5%
CC(C)Cc1nnc(NC(=O)CCC(=O)N2CCN(c3ccccc3F)CC2)s1
    2, 3%, -40, -2%, 11%, -2, -11%, 2, 14%, -7%
CCN(CC)S(=O)(=O)c1cc(NC(=O)C(CC(C)C)NC(N)=O)ccc1C (stereo not drawn)
    13, -1%, 8, 7%, -11%, -5, 3%, -1, -3%, -1%
CCOc1ccc(OCCNC(=O)c2oc3ccccc3c2COC)cc1
    8, -9%, 27, 1%, -1%, -19, 5%, 10, 9%, -8%
O=S(=O)(Nc1cccnc1)c1ccc(F)cc1
    ?, 3%, 2, 1%, 12%, 24, -4%, 3, 5%, 12%
COc1cc(C2NC(=O)NC(c3ccccc3)=C2C(C)=O)ccc1OCC#N (stereo not drawn)
    4, 1%, -6, 10%, 16%, 8, -4%, 0, 1%, -5%
O=C(NCc1ccc(Cl)cc1)c1ccc(Cn2cc(C(F)(F)F)ccc2=O)cc1
    2, 2%, 6, 0%, -16%, -7, 2%, 9, 1%, 0%
C=CCN1c2ccccc2[C@]23C[C@@H](C(=O)OC)N(C(=O)CC(C)C)C2=NC(C(=O)OC)=C(C(=O)OC)[C@H]13
    -6, 6%, -4, 19%, -11%, -5, -8%, ?, 0%, -23%

Structures listed above printed as active in TSHR antag.
| mol | TSHR antag | TCR act | TRPV1 agonist | Eya2 inh |
| --- | --- | --- | --- | --- |
| N#Cc1c(F)cccc1N1CCN(Cc2ccc3c(c2)OCO3)CC1 | -90* | 2% | 12 | -1% |

Just KCNH2 WT inh and Eya2 inh, for 4 of the compounds above:
structure	KCNH2 WT inh	Eya2 inh
CCC(=O)OCCNc1nc(-c2ccccc2)nc2ccccc12	3	-18%
COc1ccc2sc3c(=O)[nH]c4ccccc4c3c2c1	0	-5%
COC(=O)c1ccccc1S(=O)(=O)N(CCCO)Cc1cc2c(C)ccc(C)c2[nH]c1=O	4	5%
CC(C)Cc1nnc(NC(=O)CCC(=O)N2CCN(c3ccccc3F)CC2)s1	-40	-7%

Following part:
Value order – KCNH2 3.1 inh, USP2a block, KCNH2 WT inh, AT treatment, ELG1 DNA repair, TSHR antag, TCR act, TRPV1 agonist, Mito fusion yeast, Eya2 inh
Cc1ccc(C)c2nc(N3CCCC3)c(C#N)cc12
    -7, 0%, 2, -2%, 1%, 1, -1%, 0, -8%, -16%
COC(=O)C1=C(N)Oc2cc(C)oc(=O)c2C1c1cccnc1 (stereo not drawn)
    0, 2%, 7, -2%, 6%, 2, -7%, -3, -2%, 14%
FC(F)(F)c1nc(N2CCCC2)ncc1-c1nnnn1-c1ccc(Cl)cc1
    16, -3%, -5, 0%, ?, -26, -5%, -1, 12%, ?
O=C1c2oc3ccccc3c(=O)c2C(c2cccnc2)N1Cc1ccco1 (stereo not drawn)
    27, -2%, -1, 2%, 6%, 6, -5%, 1, 4%, 2%
CCOC(=O)c1c(NC(=O)CSc2ccccc2C(=O)O)sc(C)c1C
    -4, 0%, -12, 8%[11.5 µM], -15%, -35, 13%, 5, -1%, 5%
COc1ccc(C2=NN(C(=O)COC(=O)c3ccc(S(C)(=O)=O)c([N+](=O)[O-])c3)C(c3ccco3)C2)cc1 (stereo not drawn)
    -10, 0%, -11, -14%, ?, -32, -4%, /, /, 5%
CCOC(=O)C1=C(COC(=O)CNC(=O)c2ccc(C)cc2)NC(=O)NC1C (stereo not drawn)
    9, 1%, -1, 8%, 12%, -4, 7%, -1, 1%, 16%
O=C(O)CCc1ccc(-c2cccs2)n1NC(=O)c1ccco1
    -16, 0%, 4, 1%, 13%, 1, -2%, 0, 1%, -4%
CC12C(=O)N(c3ccccn3)C(=O)C1C1C=CC2C1 (stereo not drawn)
    6, -1%, 1, -1%, 9%, 2, 10%, 0, 0%, -17%
COc1cccc(C(C(=O)NC2CCCCC2)N(C(=O)c2ccco2)c2ccc(-n3cnnn3)c(C)c2)c1 (stereo not drawn)
    -9, -2%, -3, -2%, -18%, -9, 10%[46.1 µM], -3, -1%, 7%
CCn1c(=O)c2sccc2n(Cc2ccc(C)cc2)c1=O
    4, 0%, 15, 3%, -4%, -3, -62%, 3, 0%, ?
COc1ccccc1/C=C(/NC(=O)c1ccccc1)C(=O)NCCCn1ccnc1
    -5, 0%, 15, 1%, ?, -3, 0%, -2, 8%, 0%
CC1(C)CC(=O)C=C(NCCO)C1
    -14, 3%, 4, 6%, 16%, 0, -1%, -1, 0%, 15%
C[C@H]1CN([C@@H](C)CO)C(=O)c2cccc(NC(=O)Nc3ccc(C(F)(F)F)cc3)c2O[C@@H]1CN(C)S(=O)(=O)c1ccc(Cl)cc1
    -16, -6%, 2, 1%, -3%, -11, -1%, /, /, 7%
CN(C)S(=O)(=O)c1ccc(NC(=O)CNc2cc(S(=O)(=O)N3CCCC3)ccc2OCC(F)(F)F)cc1
    4, 0%, -8, 7%, -27%, 2, -6%, -3, 0%, -5%
O=C(COC(=O)c1ccc(OC(F)(F)F)cc1)NCCN1C(=O)CSC1=O
    0, -1%, -1, 0%, 1%, 2, -6%, 0, -3%, 0%
Cc1cccc(NC(=S)NNC(=O)c2ccc3c(c2)OCO3)c1
    -21, 0%, -4, 1%, ?, 16, 0%[46.1 µM], 11, -8%, 4%
COc1ccc(N2CC(C(=O)NCCN3C(=O)S/C(=C\c4cccnc4)C3=O)CC2=O)c(OC)c1 (stereo not drawn)
    -25, 0%, -2, 2%, 3%, -2, 3%, 7, 4%, -6%
COc1ccc(N2CC(C)Cn3c2nc2c3c(=O)n(Cc3ccccc3)c(=O)n2C)c(OC)c1 (stereo not drawn)
    11, -2%, 9, -5%, 18µM*, -17, 4%, 16, 6%, -6%
COc1ccccc1C(=O)NC(=S)Nc1ccc(N2CCOCC2)c(Cl)c1
    -12, 8%, 2, 6%, ?, -47, -1%, 3, -2%, -5%
